ALOX12 inh: Primary qHTS assay for inhibitors of human arachidonate 12S-lipoxygenase (ALOX12): Round 2 | Polyunsaturated fatty acid lipoxygenase ALOX12 (Homo sapiens), P18054 | purified 12hLO, xylenol orange hydroperoxide absorbance | Potency, µM (doses to about 108 µM), for inactives: at the highest dose activity change, negative = inhibition, most hits filed as inhibitors | actives 1.1% (n = 580,000); active = well fitted inhibition curve with a large enough effect; inconclusive = small, poorly fitted or top-dose-only effect, or another doubt; inactive = no such curve, though single readings can be large or run the other way
Target sequence (P18054 whole entry, looked up): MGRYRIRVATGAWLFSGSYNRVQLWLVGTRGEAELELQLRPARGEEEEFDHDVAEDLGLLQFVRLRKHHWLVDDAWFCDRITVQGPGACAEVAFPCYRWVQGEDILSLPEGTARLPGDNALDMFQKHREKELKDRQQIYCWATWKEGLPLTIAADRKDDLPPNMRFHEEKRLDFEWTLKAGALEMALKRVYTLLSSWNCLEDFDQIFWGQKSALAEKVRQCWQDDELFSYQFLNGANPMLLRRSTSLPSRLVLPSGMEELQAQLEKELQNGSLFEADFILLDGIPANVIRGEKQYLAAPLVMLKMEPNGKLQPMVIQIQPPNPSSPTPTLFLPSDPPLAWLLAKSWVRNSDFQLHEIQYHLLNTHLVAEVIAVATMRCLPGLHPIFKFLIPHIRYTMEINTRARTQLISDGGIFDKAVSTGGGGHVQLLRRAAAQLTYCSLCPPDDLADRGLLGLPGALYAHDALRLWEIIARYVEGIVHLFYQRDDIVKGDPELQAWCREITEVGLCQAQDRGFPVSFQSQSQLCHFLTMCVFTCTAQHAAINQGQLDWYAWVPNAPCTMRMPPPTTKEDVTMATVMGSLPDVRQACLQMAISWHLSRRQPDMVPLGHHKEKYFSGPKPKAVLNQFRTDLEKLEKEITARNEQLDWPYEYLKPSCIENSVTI
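Purified human 12hLO (150 nM final) in 25 mM Hepes, 0.01% Triton X-100, pH 7.0 was preincubated 15 min at room temperature with compound. Then 40 uM arachidonic acid was added, 30 min. Hydroperoxide was read by Fe-XO absorbance ratio 573/405 nm.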
The depositor's hits bear a star; u = inconclusive; [ ] = another dose, or the depositor's remark. % is set by controls: 0 for no effect and ±100 for the full control effect; potency is the fitted concentration of half-maximal effect. Some of the compounds tested, so the mix of outcomes need not match the whole.

ALOX12 inh,canonical_smiles
u,O=C(Nc1ccccc1OC(F)F)C1=NN(C2CCS(=O)(=O)C2)C(=O)CC1 (configuration not stated)
13.7%,O=C(Nc1ccc(Oc2cnccn2)cc1)c1cc(F)cc(F)c1
34.3%[activator],Cc1ccsc1CN1CCc2nc(N(C)C)[nH]c(=O)c2CC1
33.9%[activator],CNC(=O)CN1CN(c2ccccc2)C2(CCN(C(=O)NC34CC5CC(CC(C5)C3)C4)CC2)C1=O
-1.1%,CC(C)NC(=O)C(=O)N1CCN(c2ccnc3c(F)ccc(F)c23)CC1
46.6%[activator],O=C(NC1CCCN(c2cc(-c3ccccc3)[nH]n2)C1)c1ccc2c(c1)OCO2 (configuration not stated)
-28.3%,COC(=O)c1[nH]c2ccc(F)cc2c1C=O
u,CCSCCNC(=O)c1c(C)noc1-c1ccc(C(C)(C)C)cc1
240.6%[activator],O=C1NCCCCCN(Cc2cn[nH]c2-c2cccs2)[C@H]2CCC[C@@H]12
-1.9%,COC[C@@]12CC[C@@H](N3CCOCC3)C[C@H]1CCN(Cc1cnc(N(C)C)nc1)C2
u,CCOC(=O)C(=O)C1=C(N2CCOCC2)/C(=C/c2ccccc2)CC1
u,CN1C(=O)CC(C(=O)O)C12CCN(C(=O)C1(c3ccccc3)CC1)CC2 (configuration not stated)
-15.9%,COCCn1c(=O)cnc2cnc(N3CCN(C)CC3)nc21
30.0%,COc1ccc(C(=O)N2CCN(c3cc(-c4cccs4)[nH]n3)CC2)cc1
6.2%,COc1ccc(NC(=O)O[C@@H]2CO[C@H]3[C@@H]2OC[C@@H]3NS(=O)(=O)c2ccc(NC(C)=O)cc2)cc1
-2.2%,COc1cc(/C=C2/NC(=O)NC2=O)cc(Br)c1OCc1ccc2ccccc2c1
13.6%,O=C(c1cc(-c2ccco2)[nH]n1)N1CCN(c2ccccn2)CC1
25.8%,CC(C)C(=O)NCCC1CCN(C(=O)Nc2ccccc2F)CC1
u,CC(=O)Nc1ccc2c(C(C(=O)O)N3CCN(C(C)=O)CC3)c[nH]c2c1 (configuration not stated)
-27.0%,Cc1c(CCC(=O)NCCc2ccccc2F)c(=O)oc2c(C)c(O)ccc12
26.0%,CC(=O)N1CCN(Cc2ccc(-c3cnc4c(OCc5ccccc5)nccn34)cc2)CC1
u,Cc1cccc(N2CCN(CC(=O)NC(=O)NCC(F)(F)F)CC2)c1C
52.4%[activator],CCOc1cc(=O)n2c(c1C(=O)Nc1ccc(C(F)(F)F)cc1)CCCC2
39.3%[activator],COc1ccc(C(=O)N2CCCN(c3cc(-c4ccccc4)[nH]n3)CC2)c(OC)c1
u,CN(C)c1cccc(C(=O)N/N=C/c2ccc(Cl)s2)c1
40.8%,O=C(NCCCN1CCCCC1)c1cn2ccnc(-c3ccccc3)c2n1
-3.0%,Cc1c(C)c2ccc(OCC(=O)C(C)(C)C)c(C)c2oc1=O
u,CC(=O)Nc1ccc(NC(=O)CC2Sc3ccc(C(F)(F)F)cc3NC2=O)cc1 (configuration not stated)
10.2%,CN(C)C(CNC(=O)c1nn(C)c(=O)c2ccccc12)c1cccs1 (configuration not stated)
-23.3%,CC(=O)OC[C@@]12C(=O)[C@@H](O)[C@@H](C)[C@]3(C[C@@H](c4ccoc4)O[C@@H]3OC(C)=O)[C@H]1CCC[C@]21CO1

Reformatted with tabs: 5 of the compounds above.
Compound	ALOX12 inh
CN1C(=O)CC(C(=O)O)C12CCN(C(=O)C1(c3ccccc3)CC1)CC2 (configuration not stated)	u
COCCn1c(=O)cnc2cnc(N3CCN(C)CC3)nc21	-15.9%
COc1ccc(C(=O)N2CCN(c3cc(-c4cccs4)[nH]n3)CC2)cc1	30.0%
COc1ccc(NC(=O)O[C@@H]2CO[C@H]3[C@@H]2OC[C@@H]3NS(=O)(=O)c2ccc(NC(C)=O)cc2)cc1	6.2%
COc1cc(/C=C2/NC(=O)NC2=O)cc(Br)c1OCc1ccc2ccccc2c1	-2.2%

Next compounds:
ALOX12 inh,canonical_smiles
35.1%[176 µM],CN(Cc1ccc(F)cc1)C(=O)Nc1ccccc1
u,NC(=O)CN1C(=O)CO[C@H]2CN(Cc3ccc(Cl)cc3)C[C@H]21
49.4%[activator],O=C1c2c(nc(COc3cccc(C(F)(F)F)c3)n2Cc2ccccc2)NCCN1CC1CC1
47.7%[activator],CC(C)C[C@H]1COc2cc(Br)ccc2S(=O)(=O)N1Cc1ccc(F)cc1F
-2.1%[176 µM],CC(=O)CCc1ccc(O)cc1
11.2%,Brc1ccccc1N=Cc1ccc(-c2ccccc2)cc1
-27.6%,Cn1cc(C(F)(F)F)ccc1=S
59.6%[activator],O=C(Nc1ccc(F)cc1)OCc1cn(Cc2ccccc2C(F)(F)F)nn1
u,Cc1cc(NC(=O)C2CCCN(S(=O)(=O)c3ccc4[nH]c(=O)oc4c3)C2)ccc1Br (configuration not stated)
65.0%[activator],CCCN1CCCCC12Cc1ccccc1CN(C(C)=O)C2 (configuration not stated)
-24.0%,COCc1[nH]nc2c1C(c1ccc(C)cc1)N(c1ccc(OC)cc1)C2=O (configuration not stated)
34.5%[activator],c1cc(-c2ccnc3nc(CCC4CCCC4)nn23)ccn1
-0.9%,C=CCSc1ccccc1NC(=O)c1sccc1C
3.5%,N#CC(C#N)=Cc1cc(-c2ccccc2)[nH]c1-c1ccccc1
-9.4%[57.4 µM],O=C(Nc1ccccc1)N1CCC2(CC1)CCN(C(=O)c1cnccn1)CC2
44.3%[activator],COc1ccccc1CC(=O)Nc1ccc2ncnc(N3CCCC3)c2c1
-28.2%,N#Cc1nc(-c2ccco2)oc1N1CCC(C(=O)Nc2ccccc2N2CCCC2=O)CC1
u,Fc1ccc(-c2nc(COc3ccc(Oc4ccccn4)cc3)co2)cc1
-25.3%[176 µM],O=C(Cc1c[nH]c2ncc(-c3ccccc3)cc12)N1CCN(c2ccccn2)CC1
30.3%[activator],O=C(Nc1ccc2nc(SCc3ccc(I)cc3)sc2c1)c1ccc(Cl)cc1
10.6%,CN(CC(=O)Nc1ccc(Cl)c(C(F)(F)F)c1)CC(=O)NC1CCCC1
-4.7%,Cc1cc(C(=O)NC2CCCCC2)c2ccccc2n1
9.5%,CCCCc1cc(=O)oc2c(C)c3c(cc12)C=CC1(CCCCC1)O3
-3.0%,O=C(Nc1cccc(NC(=O)C2CC2)c1)C1CCCCC1
u,COc1cccc2cc(-c3cc(=O)oc4ccc(OS(C)(=O)=O)cc34)oc12
31.6µM*,O=C(COc1ccc(F)cc1)Nc1ccc(-c2nnc3n2CCCC3)cc1
26.1%,CC(NC(=O)c1cccc(N(C)C)c1)c1ccccc1 (configuration not stated)
2.9%[176 µM],Cc1nc2c(c(-c3ccc(O)cc3)n1)CN(CCC(C)C)CCC2
2.3%,CC1CCCN(c2ncnc3c2CN(c2ccccc2F)C(=O)CN3C)C1 (configuration not stated)
7.8%,COc1ccc(NC(=O)c2ccccc2NC(=O)CSc2ncnc3ccccc23)cc1
-0.6%[176 µM],COc1cc(F)ccc1-c1cc(C(=O)NCc2cnn(C)c2)c2c(c1)N(C)CCO2
5.0%,O=C1[C@H]2CN(Cc3cc(F)ccc3F)C[C@H]2C(=O)N1Cc1ccc2c(c1)OCO2
48.4%[activator][176 µM],COc1ccc(NC(=O)[C@@H]2C[C@@H](c3ccc(F)cc3)N(CCOc3ccccc3)C2)cc1
13.1%[176 µM],O=C1[C@@H]2C[C@@H](O)CN2C2(CN(Cc3cccnc3)C2)C(=O)N1Cc1cccc(Cl)c1
10.7%[176 µM],COCCN1C(=O)[C@@H]2C[C@@H](CN2C)Oc2ccccc21
51.9%[activator],O=C(c1ccnc(-c2ccccc2-c2ccccc2)c1)N1CCCC1
-18.2%,NC(=O)COc1ccc(NC(=O)c2nn(Cc3ccccc3)c(=O)c3ccccc23)cc1
u,C=C(C)CNC(=S)NNC(=S)NC1CCCC(C)C1C (configuration not stated)
54.1%[activator],CCC(c1cccs1)N1C(=O)[C@H]2CN(S(=O)(=O)c3ccc(C(C)C)cc3)C[C@H]2C1=O (some centres not stated)
3.6%,CC(O)c1ccc(-c2ccc(CNCCc3ccccc3)o2)cc1 (configuration not stated)
-0.1%,COc1ccc(-c2nc3cc(C(C)C)ccc3o2)cc1NC(=O)COc1ccc([N+](=O)[O-])cc1
u,CC1CCC(=C(C#N)C(=O)NC2CC2)CC1 (configuration not stated)
2.6%,Cc1nnc(SCc2c(C(=O)NC(C)c3ccccn3)oc3ccccc23)s1 (configuration not stated)
-2.5%,CCOc1ccc(NC(=O)COc2ccc(OC)cc2)c2cccnc12
-25.2%,O=C(NCCc1cccnc1)c1ccc2ccccc2c1

Quoted at random: 2 records from the list
ALOX12 inh,canonical_smiles
-0.1%,COc1ccc(-c2nc3cc(C(C)C)ccc3o2)cc1NC(=O)COc1ccc([N+](=O)[O-])cc1
u,C=C(C)CNC(=S)NNC(=S)NC1CCCC(C)C1C (configuration not stated)

Carrying on.
ALOX12 inh,canonical_smiles
48.9%[activator],Cc1ccsc1C(=O)N1CCN(c2cc(-c3ccc(Cl)cc3)[nH]n2)CC1
132.2%[activator],O=C1NCCCCCCN(Cc2ccncc2)[C@@H]2CN(C3CCOCC3)CC[C@H]12
u,CN1CCC2(CC1)CCN(S(=O)(=O)c1ccccc1)CC2
20.6%,N#Cc1cc2c(=O)n(CCCCN3CCCC3)ccc2[nH]c1=O
5.6%,CN(C)C(=O)CN1C(=O)CO[C@H](c2ccc(NC(=O)c3cccc(C#N)c3)cc2)[C@H]1CO
u,C=C(Cl)COC(=O)c1ccc2[nH]c(C)c(C)c2c1
-28.6%,CCOC(=O)c1ccc(NC(=O)CCn2nc(C)c(S(=O)(=O)N3CCCCC3)c2C)cc1
22.7%,COc1cccc(CCC2CCCN(C(=O)c3ccc(OC)o3)C2)c1 (configuration not stated)
45.8%[activator],CN(C)c1nc(-c2ccccc2)nc2c1CCN(C(=O)C1CC13CCC3)C2 (configuration not stated)
44.6%[activator][176 µM],COC(=O)N1CCC2(C1)N=C(c1ccncc1)C(=O)N2 (configuration not stated)
11.5%[176 µM],CN(C)c1cccc(Oc2nnnn2[C@H]2CO[C@H]3[C@@H]2OC[C@@H]3N)c1
u,Cc1cc2nc(CN(Cc3ccccc3)Cc3nc4cc(C)c(C)cc4[nH]3)[nH]c2cc1C
7.8%[12.5 µM],Cn1cccc1CN1CCC(N2CCOCC2=O)CC1
4.7%[176 µM],COc1ccc(OCC2(C)COc3ccc(C(=O)N(C)CCN(C)C)cc3N2)cc1 (configuration not stated)
u,O=C1CN(S(=O)(=O)Cc2ccccc2)C[C@@H]2[C@H](c3ccc(Br)cc3)[C@@H](CO)N12
21.2%,CS(=O)(=O)N1CCC(C2CCN(C(=O)CN3CCOCC3)C2)CC1 (configuration not stated)
38.5%,CCCC1COCCN1C(=O)c1cccc(CC2CCNCC2)c1 (configuration not stated)
31.0%[activator],COc1ccc(-c2ccc3c(c2)C(=O)N2CC[C@H](NS(=O)(=O)c4cccs4)[C@H]2C(=O)N3)cc1
u,CCc1cc2c(=O)c(-c3nncn3-c3ccccc3)coc2cc1OCC(=O)NCC(=O)O
19.3%,Cc1ccc(NC(=O)N2CCC(CCNC(=O)C3CCC3)CC2)cc1F
-7.8%,COc1ccccc1Cc1c(-c2ccccc2)nc2cc(C)c(Br)c(C)n12
-2.2%,Cc1ccc2c(C)c(CCC(=O)Nc3ccccc3)c(=O)oc2c1
43.4%,COCC1CN(C(=O)C2(c3ccccc3)CC2)CC12CCOCC2 (configuration not stated)
-18.4%,COc1ccc(N2C(=O)c3[nH]nc(-c4ccccc4)c3C2c2ccc(Br)cc2)cc1 (configuration not stated)
-9.4%,O=C(NC1CCCc2ccccc21)c1csc2c1CCCCC2 (configuration not stated)
-23.3%,CC(=O)Nc1ccc(CNCc2nc(C)cs2)cc1
21.9%,Cc1cnc(-c2ccccc2)n1C1CCN(C(=O)Nc2ccccc2F)CC1
51.7%[activator],CCOc1cccc(CNC(=O)C2CCN(C(=O)c3ncn4c3COC(c3ccccc3)C4)CC2)c1 (configuration not stated)
-19.7%,COC(=O)[C@]12CCCCC=C1N(CCc1ccc(OC)c(OC)c1)C(=O)[C@H](CC(=O)NCCCCc1ccccc1)C2
u,N#Cc1c(-c2ccccc2)cc(-c2ccc(Cl)cc2)c(C#N)c1N

3 compounds out of the list above, sorted by the number in ALOX12 inh, smallest number first:
ALOX12 inh,canonical_smiles
-23.3%,CC(=O)Nc1ccc(CNCc2nc(C)cs2)cc1
38.5%,CCCC1COCCN1C(=O)c1cccc(CC2CCNCC2)c1 (configuration not stated)
43.4%,COCC1CN(C(=O)C2(c3ccccc3)CC2)CC12CCOCC2 (configuration not stated)

Continuation:
ALOX12 inh,canonical_smiles
-8.7%,COc1ccc2[nH]c3c(c2c1)CCN(C)C31CCN(C(=O)CC(C)C)CC1
-26.8%,O=C(CN1C(=O)NC2(CCCCC2)C1=O)N1CCN(c2ccccc2)CC1
55.5%[activator],O=C(Nc1cnc(-c2ccccc2)nc1)c1cccc(F)c1
34.0%,COc1ccc(OC)c(NC(=O)c2nc3nc(C)cc(C(F)F)n3n2)c1
13.9%,COc1ccc(C(NC(=O)CSc2ccc(Br)cc2)c2nccn2C)cc1 (configuration not stated)
81.8%[activator],CN(C)C[C@@H]1CN(c2ccncn2)C[C@H]1NC(=O)c1cc(C2CC2)[nH]n1
17.8%,O=C(c1cnn2cc(CCO)cnc12)N1CCc2c(nc[nH]c2=O)C1
u,CC(C)CCN1CCC(N2CCN(S(=O)(=O)c3cccc(C(F)(F)F)c3)CC2)C1=O (configuration not stated)
60.8%[activator],Cc1nc(C(=O)N2CC[C@H](NC(=O)C3CCNCC3)C[C@H]2C(=O)N[C@@H](Cc2cccs2)C(N)=O)cs1
30.9%[activator],O=C(NCCN1CCCCC1)C1CCN(c2cnn(CC3CC3)c(=O)c2)C1 (configuration not stated)

From PubChem
